Screening results deposited in PubChem by National Center for Advancing Translational Sciences (NCATS).
KDM5B inhibitor = KDM5B demethylase inhibition; Q9UGL1; 220,000 tested, 2.6% active; Potency, µM (titrated, usually from 57.7 µM), for the others: at the highest dose activity change, negative = inhibition, actives largely listed as inhibitors; AID 1347165; KDM5B demethylase, FDH-coupled NADH fluorescence (FDH is formaldehyde dehydrogenase); active means well fitted inhibition curve with a large enough effect; inconclusive means small, poorly fitted or top-dose-only effect; inactive means no such curve, though single readings can be large or run the other way; further: 0% is about no effect; nearly all actives have a fitted effect of over 70% in size
Target sequence (Q9UGL1 whole entry, looked up): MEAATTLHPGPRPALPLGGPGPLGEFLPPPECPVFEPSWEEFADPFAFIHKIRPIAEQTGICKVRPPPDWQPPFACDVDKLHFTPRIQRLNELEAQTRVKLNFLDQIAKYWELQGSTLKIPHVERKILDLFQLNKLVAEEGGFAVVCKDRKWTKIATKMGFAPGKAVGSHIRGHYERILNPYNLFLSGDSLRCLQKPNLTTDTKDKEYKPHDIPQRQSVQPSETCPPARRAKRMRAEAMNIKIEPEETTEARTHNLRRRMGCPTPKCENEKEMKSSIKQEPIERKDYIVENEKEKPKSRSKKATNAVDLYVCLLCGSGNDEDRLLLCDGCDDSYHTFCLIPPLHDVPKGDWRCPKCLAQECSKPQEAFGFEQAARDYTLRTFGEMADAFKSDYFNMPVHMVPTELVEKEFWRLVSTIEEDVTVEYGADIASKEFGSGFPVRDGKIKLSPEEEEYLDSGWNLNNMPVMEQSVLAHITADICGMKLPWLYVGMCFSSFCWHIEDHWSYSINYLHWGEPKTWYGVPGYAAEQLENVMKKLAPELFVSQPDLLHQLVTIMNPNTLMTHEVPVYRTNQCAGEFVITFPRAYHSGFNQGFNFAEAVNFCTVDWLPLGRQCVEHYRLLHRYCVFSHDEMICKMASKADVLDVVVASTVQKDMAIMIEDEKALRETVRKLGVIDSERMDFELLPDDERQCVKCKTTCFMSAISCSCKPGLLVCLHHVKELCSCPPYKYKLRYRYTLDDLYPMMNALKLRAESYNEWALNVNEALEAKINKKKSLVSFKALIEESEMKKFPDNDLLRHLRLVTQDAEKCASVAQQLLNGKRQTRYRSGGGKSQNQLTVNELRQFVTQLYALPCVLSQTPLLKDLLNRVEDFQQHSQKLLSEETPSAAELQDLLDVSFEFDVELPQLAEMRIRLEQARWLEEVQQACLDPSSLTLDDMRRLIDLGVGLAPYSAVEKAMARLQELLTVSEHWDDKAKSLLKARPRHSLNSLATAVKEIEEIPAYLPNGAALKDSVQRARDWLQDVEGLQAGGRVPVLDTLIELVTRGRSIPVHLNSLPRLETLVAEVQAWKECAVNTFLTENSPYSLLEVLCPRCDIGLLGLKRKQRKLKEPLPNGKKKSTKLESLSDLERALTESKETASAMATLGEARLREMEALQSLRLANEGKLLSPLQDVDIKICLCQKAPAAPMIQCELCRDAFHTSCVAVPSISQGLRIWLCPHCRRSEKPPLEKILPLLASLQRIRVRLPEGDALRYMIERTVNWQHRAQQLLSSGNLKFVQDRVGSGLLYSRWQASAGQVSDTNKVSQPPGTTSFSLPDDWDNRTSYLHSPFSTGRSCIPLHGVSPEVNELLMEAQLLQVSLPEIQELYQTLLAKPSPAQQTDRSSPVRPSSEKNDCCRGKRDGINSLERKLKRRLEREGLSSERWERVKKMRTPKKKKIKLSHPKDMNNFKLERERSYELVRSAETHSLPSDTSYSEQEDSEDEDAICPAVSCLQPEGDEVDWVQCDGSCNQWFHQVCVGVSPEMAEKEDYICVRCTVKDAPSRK
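Here, H3K4me3 peptide (12.5 µM in substrate mix) is demethylated by KDM5BΔAP, 200 nM final, after 10 min compound exposure. Formaldehyde product is coupled through FDH (0.25 U/mL in mix) to NADH fluorescence; 30-min ΔRFU feeds dose-response curves.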
The depositor's hits bear a star; ? = inconclusive; [ ] = another dose, or the depositor's remark. Potency means the concentration at half of the fitted maximal effect.

SMILES	KDM5B inhibitor
C/C(Cc1ccccc1)=N/NC(=O)CNC(=O)C(c1ccccc1)c1ccccc1	25%
CCOC(=O)C1=C(C)NC(=O)C1(NC(=O)c1ccc(OC)c(OC)c1)C(F)(F)F (centres undefined)	4%
CCOc1ccc(CCNC(=O)Cn2nnc(-c3ccc(OC)c(OC)c3)n2)cc1OCC	-20%
O=C(O)c1cc2c(c(S(=O)(=O)Nc3cc(Cl)ccc3F)c1)CCC2	18%
CN1Cc2cccn2CC1CNC(=O)c1ccsc1 (centres undefined)	20µM*
COCCOC1CCOC2(CCN(C(=O)c3cc(-c4ccc(F)cc4)n[nH]3)CC2)C1 (centres undefined)	-10%
O=C(NCCOCCO)C(=O)Nc1c2c(nn1-c1ccc(F)cc1)CSC2	?
CC(C)OCCCNC(=O)c1cc(=O)[nH]c2ccccc12	?
CCCCNC(=O)c1ccc2c(c1)N(C)C(=O)c1ccccc1S2	43%
CCOC(=O)C1CCN(C(=O)Cc2ccc(N(Cc3ccccc3)C(=O)c3ccco3)cc2)CC1	-10%
CCc1ccc(CNC(=O)Cn2c(-c3cccs3)cc3cc(F)ccc32)cc1	?
CCn1ncc(N2CCCC(CC(=O)NCCc3ccccc3)C2)cc1=O (centres undefined)	11%
CC(C)NC(=O)N1CCOc2ccc(CCC(=O)NCCCN3CCOCC3)cc2C1	-21%
O=C(COc1ncnc2c(Cl)cc(Cl)cc12)Nc1ccc(F)cc1	24%
CCOc1ccccc1N1CC(O)=C(c2nc3ccccc3s2)C1=N	-27%
CN(C)CC(O)COc1ccc(CN2CCC(N3CCOC3=O)CC2)cc1 (centres undefined)	-13%
CSc1cccc(Nc2nc(N)c(C(=O)c3ccc(F)cc3)s2)c1	?
CCCOc1ccccc1/C=C(\C#N)C(=O)Nc1cccc(C)n1	?
COc1ccc(NC(=O)N2C[C@@H]3C[C@H](C2)c2c(NC(=O)c4ccco4)ccc(=O)n2C3)cc1	5%
O=C(NCc1ccnc2[nH]ccc12)c1cncc(Br)c1	-17%[86.2 µM]
COC(=O)c1sc(=S)n(-c2ccc(C)cc2)c1N	-3%
CN(C)c1ccc2ncc(Nc3ccccc3Cl)n2n1	35µM*
COc1ccc(Cn2c(CO)cnc2SCC(=O)Nc2ccc3c(c2)OCCO3)cc1	1%
CC1=C(C(=O)OC(C)C)C(c2ccc(C)cc2C)N2C(CC(=O)N3CCCC3)=CSC2=N1 (centres undefined)	-29%
CCn1c(SCC(=O)NCc2ccccc2)nnc1C(CO)NC(=O)c1ccccc1 (centres undefined)	6%

An excerpt from above in order of length of the SMILES, highest first:
SMILES	KDM5B inhibitor
O=C(NCCOCCO)C(=O)Nc1c2c(nn1-c1ccc(F)cc1)CSC2	?
CSc1cccc(Nc2nc(N)c(C(=O)c3ccc(F)cc3)s2)c1	?
CCCOc1ccccc1/C=C(\C#N)C(=O)Nc1cccc(C)n1	?

Some of the entries so far, field by field:
CCOc1ccccc1N1CC(O)=C(c2nc3ccccc3s2)C1=N
  KDM5B inhibitor: -27%
CCCCNC(=O)c1ccc2c(c1)N(C)C(=O)c1ccccc1S2
  KDM5B inhibitor: 43%
CCOC(=O)C1CCN(C(=O)Cc2ccc(N(Cc3ccccc3)C(=O)c3ccco3)cc2)CC1
  KDM5B inhibitor: -10%
COC(=O)c1sc(=S)n(-c2ccc(C)cc2)c1N
  KDM5B inhibitor: -3%

Returning to the listing, repeating the six entries before the break.
SMILES	KDM5B inhibitor
O=C(NCc1ccnc2[nH]ccc12)c1cncc(Br)c1	-17%[86.2 µM]
COC(=O)c1sc(=S)n(-c2ccc(C)cc2)c1N	-3%
CN(C)c1ccc2ncc(Nc3ccccc3Cl)n2n1	35µM*
COc1ccc(Cn2c(CO)cnc2SCC(=O)Nc2ccc3c(c2)OCCO3)cc1	1%
CC1=C(C(=O)OC(C)C)C(c2ccc(C)cc2C)N2C(CC(=O)N3CCCC3)=CSC2=N1 (centres undefined)	-29%
CCn1c(SCC(=O)NCc2ccccc2)nnc1C(CO)NC(=O)c1ccccc1 (centres undefined)	6%
Cc1ccc(C2=NN(S(C)(=O)=O)C(c3ccccc3Cl)C2)cc1 (centres undefined)	0%
COc1cccc(COC(=O)c2ccc3c(c2)NC(=O)CS3)c1	16%
CCC(c1cccs1)N1C(=O)[C@H]2CN(S(=O)(=O)c3ccc(F)c(C)c3)C[C@H]2C1=O (some centres undefined)	-13%
CCCN(CC1CCOC1)S(=O)(=O)c1ccccc1Br (centres undefined)	13%
CC(=O)c1c(C(C)=O)c(C)n(-c2ccc(Br)cc2)c1C	8%
NC(N)=N/N=C/CCC1CCCCC1	0%
Fc1ccc(C2Cn3nnc(-c4nc(-c5ccc(Cl)cc5)no4)c3CO2)cc1 (centres undefined)	-8%
COc1ccc(NC(=O)Cn2c(N(C)Cc3ccccc3)nc(C)cc2=O)cc1	-2%
Cc1cc2oc(C(=O)Nc3cccc(-c4nc5ccccc5o4)c3)c(C)c2cc1C	-11%
CCOC(=O)C1=C(C)N(c2ccc3c(c2)OCO3)C(=O)NC1c1ccc(F)cc1F (centres undefined)	-16%
Cc1cc(=O)n(CC(=O)Nc2cccc(C)c2C)c(N(C)Cc2ccccc2)n1	-29%
Cc1oc2ncn(CC(C)C)c(=O)c2c1C(=O)N1CCN(c2ccc(F)cc2)CC1	-7%
C=CCNC(=O)N[C@H]1CCN(C(=O)CC(C)(C)C)[C@@H]1C(=O)N(C)CC(N)=O	8%[86.2 µM]
CC(C)(C)NC(=O)CN1C(=O)C(c2ccccc2)=NC12CCCCC2	-17%
CC(=O)c1ccc(NC(=O)C2=Cc3sc4c(c3CS2)CCCC4)cc1	?
Cc1ccc(-n2nc3c(=O)n(CCCC(=O)NC(C)c4ccccc4)nc(C)c3c2C)cc1 (centres undefined)	11%
O=c1c2cnn(-c3ccc(F)cc3)c2ncn1Cc1ccccc1Cl	-3%
CCOC(=O)c1sc(NC(=O)C(C)Oc2ccc(OC)cc2)c(C(=O)OCC)c1C (centres undefined)	-27%
CCCSCCCNC(=O)C1CCN(C(=O)c2cc3sccc3n2C)CC1	?
C/C(=N/O)c1oc2ccccc2c1C	5%
Cc1ccc(-c2nc3cccnc3s2)cc1NC(=O)C(C)C	?
Cn1nc(C(=O)NC2CCCc3c2[nH]c2ccccc32)c2ccccc2c1=O (centres undefined)	25µM*
CC(C)c1ccc(/C=C(\C#N)C(=O)NC2CC2)cc1	-13%
Cc1ncc(-c2ccc(S(=O)(=O)Nc3ccc(Br)cc3F)cc2)o1	8%
COc1cc(OC)cc(C(=O)N2CCC(c3nc(C4CCOC4)no3)CC2)c1 (centres undefined)	-7%
(list continues)
SMILES	KDM5B inhibitor
CN(C)c1cc(N2CCCC(NC(=O)c3ccsc3)C2)ncn1 (centres undefined)	10%
COc1cccc(C(=O)N2CCC3(CC2)NC(=O)N(c2cccc(F)c2)N3)c1OC	-8%
COCCn1c(=O)n([C@H]2CCCN(C(=O)c3ccn[nH]3)C2)c2ncccc21	11%
COc1cccc(-n2cnnc2SCc2csc(CC(=O)Nc3ccc(C)cc3)n2)c1	3%
Cn1cccc1C(=O)N1CCCN(S(=O)(=O)c2ccccc2)CCC(=O)NCC1	-25%
CC(NC(=O)c1ccccc1)C1CCCO1 (centres undefined)	11%
Cc1ccc(-c2nc3cc(NC(=O)Cc4ccc(Cl)cc4)ccc3o2)cc1	6%
O=C(c1ccncn1)N1CC(F)(F)C[C@H]1c1nc(C2CC2)no1	2%
CCc1nncn1C1CCN(S(=O)(=O)c2ccc(C)c(Cl)c2)CC1	-5%
O=C(Cc1ccc(F)cc1)NC1CCN(c2cn[nH]c(=O)c2)CC1	1%
Cc1[nH]c2ccccc2c1C(=O)Cn1cc(S(=O)(=O)N2CCCC2)ccc1=O	42%[activator]
CC(C)c1ccc(NC(=O)CN2C(=O)COc3ccc(S(=O)(=O)N4CCOCC4)cc32)cc1	1%
CCOc1ccc(CCNC(=O)c2c(C)oc3ncn(CC(C)C)c(=O)c23)cc1OCC	-3%
COc1cccc(CNC(=O)c2ccc3c(c2)c(C)c(C)n3Cc2ccccc2)c1	?
CCN(CC)CCNC(=O)C1CCN(c2cc(C)nc3c(-c4ccc(Cl)cc4)c(C)nn23)CC1	?
COc1cccc2c1cc1c(=O)n(CC(=O)N3CCN(c4ccc(F)cc4)CC3)nc(C)n12	?
O=C(NCc1cccs1)c1nn(-c2ccccc2F)nc1CO	-10%
NC(=O)CCN(C1CCCCC1)S(=O)(=O)c1cccc2nsnc12	18%
CC(C)NC(=O)N1CCN(C(=O)NC(C)C)[C@@H](C(=O)N[C@@H](CC2CCCCC2)C(N)=O)C1	-5%
O=C1CCSc2ccc(S(=O)(=O)NCCc3cccs3)cc2N1	-5%
O=C(Cn1c2c(c(=O)n1Cc1ccccc1)CCN(Cc1ccccc1)C2)NCc1cnccn1	-10%
O=C(OCc1ccccc1)N1CCC2(CC1)C(=NC1CCCC1)NC(=O)N2c1cc(F)cc(F)c1	-22%
CCOc1ccc(CC(=O)N2CCCN(S(C)(=O)=O)c3ccccc32)cc1OCC	-4%
COCCC1(N(C)C)CCN(C(=O)c2ccnn2C)CC1	3%
NC(=O)CO[C@@H]1CO[C@H]2[C@@H]1OC[C@@H]2NC(=O)NCc1ccccc1	-10%[86.2 µM]
Other entries:
SMILES	KDM5B inhibitor
COC(=O)c1ccc(NC(=O)CSc2nc3ccc(OC)cc3[nH]2)cc1	?
COc1ccccc1CNc1ccc(-c2nc(-c3ccccn3)no2)cc1[N+](=O)[O-]	-15%
Cc1cc(C)c2c(-n3cccc3)nn(CC(=O)Nc3ccc(Cl)cc3)c2n1	?
C#CCNC(=O)NC(CC)c1ccc(C)cc1 (centres undefined)	-1%
CC(C)(C)c1ccc(CCCc2nc(C3CCOC3)no2)cc1 (centres undefined)	20%
CC(=O)Nc1ccc(N(C(=O)CNC(=O)c2cccs2)C(C(=O)NCC2CCCO2)c2ccccc2)cc1 (centres undefined)	9%
COc1ccc(CNC(=O)Cn2c(=O)c3cccn3c3ccccc32)cc1	-16%
CCCCc1ccc(Nc2ncnc3c2cnn3-c2ccc(C)cc2)cc1	-5%
Cc1cc(C)n(-c2nc(NCCN(C)C)c3c4c(sc3n2)COC(C)(C)C4)n1	-1%
O=C(CSc1cn(CC(=O)N2CCOCC2)c2ccccc12)Nc1ccccc1C(F)(F)F	-22%
Cc1cnc(CC2CCN(C(=O)C3CCC3)C2)n1C(C)C (centres undefined)	-22%
O=C(O)CCOc1ccc(Br)cc1	-5%
C=CCNc1nc(C(=O)OCC(=O)NCc2ccccc2OC)cs1	-10%
S=C1NC2(CCCCC2)N=C1c1ccc(Cl)c(Cl)c1	13%
CCCn1c(=O)n(CC(=O)Nc2cccc(OC)c2)c(=O)c2c1nc(C)n2CCOC	-10%
CC(C)c1noc(C2CCN(C(=O)Cn3ccc4ccccc4c3=O)CC2)n1	?
O=C(OCc1ncc(-c2ccc(Cl)cc2)o1)c1c(F)cccc1F	4%
CCONC(=O)C(Cc1ccccc1)NC(=O)OCc1ccccc1 (centres undefined)	-10%
CC(C)c1ccc(S(=O)(=O)c2cnc(SCC(=O)Nc3ccc(F)cc3F)nc2N)cc1	2%
O=C(CC[C@H]1NC(=O)c2ccccc2NC1=O)NCCCc1nnc2ccccn12	-12%
COCC(=O)N1CC(C(=O)NCCc2ccccn2)C2(CCOCC2)C1 (centres undefined)	-15%
O=C1Nc2ccc(-c3ccc4c(c3)OCO4)cc2C(=O)N2CCN(C(=O)NC3CCCCC3)C[C@H]12	11µM*
COc1ccc(OCC(=O)Nc2ccc3c(c2)nc(CN2CCN(C(C)=O)CC2)n3C)cc1	0%
COc1ccc(OC)c(-c2n[nH]c3c2CC(=O)N(Cc2ccccc2)C3)c1	?
Cc1ccc(NC(=O)O[C@@H]2CC[C@]3(C)C(CC[C@@H](O)[C@H]3CC(=O)N3CCCC3)[C@]2(C)CO)cc1 (some centres undefined)	21%
The listing continues:
SMILES	KDM5B inhibitor
CCCn1c(=O)c2sccc2n2c(CCCC(=O)N3CCN(c4cccc(C)c4C)CC3)nnc12	-11%
Cc1ccc(CNC(=O)CSc2nnc(CNC(=O)c3ccccc3)o2)cc1	30%
CCOc1ccc(CN2CCN(c3nc4ccccc4o3)CC2CCO)cc1 (centres undefined)	?
CS(=O)(=O)N1CCCNCCNC(=O)CC1c1ccccc1 (centres undefined)	-26%
COc1ccc(C(=O)Cn2c(=O)c(-c3cc(C)ccc3NC(C)=O)nc3ccccc32)cc1	?
COc1cc2c(cc1OC)C(COc1ccc(F)cc1)N(C(=O)c1ccc(S(=O)(=O)N3CCCC3)cc1)CC2 (centres undefined)	-20%
CCC1CCCCN1C(=O)CSc1nc2c([nH]c3ccccc32)c(=O)n1-c1cccc(OC)c1 (centres undefined)	?
Cc1cccc(C(C(=O)NC2CCCC2)N(Cc2cccnc2)C(=O)c2csnn2)c1 (centres undefined)	22%
O=C1CSc2ccc(C(=O)OCc3nc(-c4ccccc4)no3)cc2N1	0%
Cc1ccn2cc(-c3ccc(O)c(O)c3)nc2c1	?
O=C(Nc1ccccc1)N1CCc2nc(-c3ccc(Cl)cc3)nc(-c3ccccc3)c2C1	9%
c1cc(-c2cc(-c3cn[nH]c3)c3cncn3c2)cc(N2CCOCC2)c1	?
Cc1cc(NC(=O)CCC(=O)N(CC(=O)NC2CCCC2)c2ccc(F)c(Cl)c2)no1	-7%
Cn1c(=O)c2c(nc(Sc3ncnn3CC(=O)NC3CCCCC3)n2C)n(C)c1=O	42%

Marked active in KDM5B inhibitor, of those listed so far:
SMILES	KDM5B inhibitor
CN1Cc2cccn2CC1CNC(=O)c1ccsc1 (centres undefined)	20µM*
CN(C)c1ccc2ncc(Nc3ccccc3Cl)n2n1	35µM*
Cn1nc(C(=O)NC2CCCc3c2[nH]c2ccccc32)c2ccccc2c1=O (centres undefined)	25µM*
O=C1Nc2ccc(-c3ccc4c(c3)OCO4)cc2C(=O)N2CCN(C(=O)NC3CCCCC3)C[C@H]12	11µM*

An excerpt; count on the stated rates, not on these rows.
